Bioassay records: PubChem, National Center for Advancing Translational Sciences (NCATS)
GoLoco inh red – qHTS Assay for Inhibitors of RGS12 GoLoco Motif Activity (Red Fluorophore) | Guanine nucleotide-binding protein G(i) subunit alpha-1 (Homo sapiens), P63096 | Gai1:RGS12 GoLoco peptide FP, rhodamine, 10 min | Potency, µM (highest dose often 61.6 µM), for the others: top-dose activity, negative = inhibition, hits mostly inhibitors | 230,000 compounds, 0.44% hits | AID 880, 2007; active = well fitted inhibition curve with a large enough effect, not every such curve was filed as active; inactive = no such curve, though single readings can be large or run the other way; also: % is scaled to controls: 0 for no effect and ±100 for the full control effect; nearly all actives have a fitted effect of over 30% in size; many of its hits are not listed in these tables
Target sequence (P63096 whole entry, looked up): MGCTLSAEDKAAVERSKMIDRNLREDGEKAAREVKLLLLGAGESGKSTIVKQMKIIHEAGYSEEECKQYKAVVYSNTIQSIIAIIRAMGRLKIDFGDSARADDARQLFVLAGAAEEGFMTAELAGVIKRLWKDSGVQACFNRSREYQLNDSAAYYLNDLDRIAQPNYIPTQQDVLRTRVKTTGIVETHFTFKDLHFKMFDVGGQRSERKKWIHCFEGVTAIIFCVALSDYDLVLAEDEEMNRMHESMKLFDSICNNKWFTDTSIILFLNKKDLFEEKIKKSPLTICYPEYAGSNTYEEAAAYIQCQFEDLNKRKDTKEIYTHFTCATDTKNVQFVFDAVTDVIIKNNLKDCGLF
RECQ1 inh – qHTS Assay for Inhibitors of RecQ-Like Dna Helicase 1 (RECQ1). ATP-dependent DNA helicase Q1 (Homo sapiens), P46063. RECQ1 DNA unwinding, red fluorescence kinetic read. Potency, µM (top dose mostly 57.3 µM), inactives show at the top dose activity, negative = inhibition, usual class: inhibitors. 240,000 compounds, 0.54% hits. AID 2549, 2010;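 also: plate controls were vehicle for no effect and no enzyme for full effect; nearly all actives have a fitted effect of over 30% in size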
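50 nM RECQ1T1 preincubated 15 min with compound in Tris pH 8.0 buffer with MgCl2, DTT, Tween-20 and 2.5 ug/ml poly(dI-dC); started with 200 nM TAMRA/BHQ-2 forked duplex and 2 mM ATP. Unwinding read as fluorescence (525/598 nm), two reads 2 h apart.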
Epigenetic derep – Quantitative High-Throughput Screen for Regulators of Epigenetic Control; AID 1865, 2009; Potency, µM (titrated, usually from 53.9 µM), without a hit: top-dose GFP activation, actives largely listed as activators; murine LDR cells, GFP reporter derepression, 30 h; 280,000 compounds, 0.2% hits; also: % of control where 0% means no effect; nearly all actives have a fitted effect of over 60% in size
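Derepression of a silenced CMV-GFP reporter in murine LDR cells is scored by enumerating GFP-positive cells with a laser-scanning microplate cytometer after 30 hours of treatment at 37 C.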
Luc counter – Counterscreen for Luciferase (Kinase-Glo TM) Inhibition. Luciferin 4-monooxygenase (Photuris pensylvanica), Q27757. Kinase-Glo luciferase, ATP luminescence, 8 min. Potency, µM (titrated, usually from 38.3 µM), without a hit: at the highest dose activity change, negative = inhibition, most hits filed as inhibitors. 200,000 compounds, 0.28% hits. AID 1379, 2008; also: % is scaled to controls: 0 for no effect and ±100 for the full control effect; nearly all actives have a fitted effect of over 60% in size
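Recombinant Kinase-Glo luciferase, 10 uM ATP (linear range), luciferin; imidazole pH 7.2 / KCl / MgCl2 / Tween / BSA buffer; 8 min RT; luminescence.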
KDM4E inh – qHTS Assay for Inhibitors of Human Jumonji Domain Containing 2E (JMJD2E); AID 2147, 2009; Lysine-specific demethylase 4E (Homo sapiens), B2RXH2; 230,000 compounds, 1.6% hits; Potency, µM (series often up to 57.1 µM), inactives show at the top dose activity change, negative = inhibition, actives largely listed as inhibitors; JMJD2E catalytic domain, FDH-coupled NADH fluorescence (FDH is formaldehyde dehydrogenase); active = well fitted inhibition curve with a large enough effect, not every such curve was filed as active; inconclusive = small, poorly fitted or top-dose-only effect, or another doubt; inactive = no such curve, though single readings can be large or run the other way;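 also: 0% = wells with enzyme and -100% = buffer wells without enzyme; nearly all actives have a fitted effect of over 50% in size; many of its hits are not listed in these tables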
Target sequence (B2RXH2 1-337 limits assumed): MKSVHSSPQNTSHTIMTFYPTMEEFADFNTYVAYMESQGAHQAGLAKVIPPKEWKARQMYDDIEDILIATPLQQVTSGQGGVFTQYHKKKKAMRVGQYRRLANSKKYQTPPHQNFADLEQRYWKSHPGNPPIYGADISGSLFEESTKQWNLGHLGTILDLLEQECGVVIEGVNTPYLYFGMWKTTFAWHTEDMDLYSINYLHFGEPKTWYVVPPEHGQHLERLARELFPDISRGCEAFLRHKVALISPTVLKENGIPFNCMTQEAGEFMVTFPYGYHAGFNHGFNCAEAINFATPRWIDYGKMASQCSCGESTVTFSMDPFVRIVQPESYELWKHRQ
NPSR antagonist – qHTS Assay for Antagonists of the Neuropeptide S Receptor: cAMP Signal Transduction. Potency, µM (series often up to 38.3 µM), for inactives: at the highest dose activity change, negative = inhibition, hits mostly inhibitors. CHO-NPSR cells, cAMP TR-FRET, antagonist mode. Q6W5P4. 220,000 compounds, 1% hits. AID 1461, 2008; also: % is scaled to controls: 0 for no effect and ±100 for the full control effect; nearly all actives have a fitted effect of over 50% in size; many of its hits are not listed in these tables
Target sequence (Q6W5P4 whole entry, looked up): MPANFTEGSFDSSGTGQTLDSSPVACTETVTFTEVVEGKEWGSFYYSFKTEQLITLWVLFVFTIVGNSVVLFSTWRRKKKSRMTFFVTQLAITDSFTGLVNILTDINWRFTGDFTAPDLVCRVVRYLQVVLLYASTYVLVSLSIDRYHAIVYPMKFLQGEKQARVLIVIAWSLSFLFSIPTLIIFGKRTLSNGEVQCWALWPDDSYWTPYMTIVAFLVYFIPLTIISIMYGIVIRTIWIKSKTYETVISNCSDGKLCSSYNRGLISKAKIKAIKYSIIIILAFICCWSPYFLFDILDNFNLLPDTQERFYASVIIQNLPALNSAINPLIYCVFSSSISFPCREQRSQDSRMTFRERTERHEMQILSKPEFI
IMPase Li cell – qHTS Assay for Identifying the Cell-Membrane Permeable IMPase Inhibitors: Potentiation with Lithium. CHO-M1 cells, IP1 TR-FRET (IP-One), carbachol + lithium. Potency, µM (highest dose often 59.4 µM), inactives show top-dose activity, negative = IMPase inhibition, most hits filed as inhibitors. 210,000 compounds, 0.35% hits;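 also: IP1 builds up when IMPase is blocked and the TR-FRET signal falls; plate controls were basal vehicle for no effect and high inhibitor control for full effect; nearly all actives have a fitted effect of over 50% in size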
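Test compounds were applied to CHO-M1 cells previously cultured for 16–30 h at 2000 per well. A small lithium amount accompanied them; after 30 min at 37C, IP1 was quantified by TR-FRET.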
SMN2 splice up – qHTS Assay for Enhancers of SMN2 Splice Variant Expression; HEK293 SMN2-luciferase splicing reporter, luminescence, 30-36 h; Potency, µM (doses to about 46.1 µM), inactives show at the top dose activity change, positive = activation, most hits filed as activators; 210,000 compounds, 2.8% hits; also: % of control where 0% means no effect; nearly all actives have a fitted effect of over 55% in size
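HEK293 cells carry an SMN2 […]–luciferase reporter in which exon 7 inclusion puts luciferase in frame. Cells were plated 10-12 h before compound addition, then incubated 30-36 h at 37C. ONE-Glo luminescence was read; sodium butyrate at 4.5 mM final served as control.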
* = called active by the depositor; i = inactive; ? = inconclusive; · = not tested or not shown; & = joins results of further samples; [ ] = remark or other dose. Unless noted, calls follow the shape of the dose curve; as a rule, active = well fitted curve in the direction sought with a large enough effect; inconclusive = small, poorly fitted or top-dose-only effect, or another doubt; inactive = no such curve, though single readings can be large; an effect the other way counts as inactive or inconclusive. Potency is read from the fitted curve at half-maximal effect. This is a subset. The share of hits here may be higher or lower than overall.

SMILES | GoLoco inh red | RECQ1 inh | Epigenetic derep | Luc counter | KDM4E inh | NPSR antagonist | IMPase Li cell | SMN2 splice up
COc1ccc(C2NCCc3cc(OC)c(OC)cc32)cc1OC (stereo unspecified) | 7.6% | -8.9% | 2.4% | -6.6% | 2.2% | 4.4%[46.1 µM] | -6.6%[38.3 µM] | 9.1%
O=c1n(S(=O)(=O)c2cccc3cccnc23)c2ccccc2n1S(=O)(=O)c1cccc2cccnc12 | 4.6% | -6.5% | -1.9% | 0.4% | 0.3% | -16.1%[46.1 µM] | 4.5%[38.3 µM] | 11.2µM*
COc1ccccc1Cc1noc(-c2cc(Cl)ccc2OC)n1 | 2.6% | -3.6% | -1.0% | -0.8% | -1.1% | -13.7%[46.1 µM] | 28.9%[38.3 µM] | 12.2%
COc1cc(SC)ccc1C(=O)OC(C)C(=O)NC1CCCC1 (stereo unspecified) | -6.2% | -8.9% | -1.3% | 1.1% | -21.3% | 8.2% | 0.7% | -11.2%
CCOC(=O)c1cccc(NC(=O)CN2CCN(c3ccc(OC)cc3)CC2)c1 | -8.4% | -0.6% | -0.9% | 1.1% | -0.1% | -13.1%[46.1 µM] | -12.0%[38.3 µM] | -6.4%
C/C(=N\NC(=O)C(N)=O)c1ccc(OC(F)F)cc1 | 4.4% | -6.0% | -1.5% | -2.7% | 36.6%[activator] | 17.5% | 1.9% | 10.2%
Cc1ccc(NC(=O)CN(C)C(=O)CSc2nc3ccccc3c(=O)n2Cc2ccco2)cc1 | · | -12.0% | -1.8% | · | -4.9% | ? | · | ·
Cc1ccc(S(=O)(=O)NC2=NCN(C3CCCCC3)CN2)cc1 | 3.3% | 0.6% | -1.1% | -1.8% | 1.6% | 5.5%[46.1 µM] | -1.5%[38.3 µM] | -6.2%
Cc1ccc2c(c1)C(C)CC(C)(C)N2C(=O)NC1CCCCC1 (stereo unspecified) | 3.3% | -4.0% | -0.9% | -0.1% | -4.1% | -3.9%[46.1 µM] | 12.9%[38.3 µM] | -2.4%
Cc1cc(N2C(=O)C(=O)/C(=C(/O)c3ccc(F)cc3)C2c2ccc(F)cc2)no1 (stereo unspecified) | 4.3% | -4.7% | 3.1% | -2.3% | 5.3% | 11.0%[46.1 µM] | -29.6%[38.3 µM] | -13.3%
COc1ccc(CCN2C(=O)C(O)=C(C(C)=O)C2c2ccccc2OC)cc1OC (stereo unspecified) | -9.6% | -0.4% | -1.4% | -3.1% | -10.8% | -15.1%[46.1 µM] | 18.2%[38.3 µM] | ?
CCOc1ccc(C2OC(=O)Cc3cc(OC)c(OC)cc32)cc1 (stereo unspecified) | -9.1% | -9.8% | -1.1% | 6.0% | -2.5% | -14.3%[46.1 µM] | 18.3%[38.3 µM] | -0.9%
CSCCC(Nc1ccc(S(=O)(=O)N2CCOCC2)cc1[N+](=O)[O-])C(=O)OCC(=O)NCC(C)C (stereo unspecified) | -5.0% | -3.2% | -0.3% | -2.6% | -1.3% | 7.9% | -2.8% | -0.9%
CCOC(=O)CC(=O)Nc1ccc(Br)cc1C(=O)O | -1.9% | -2.9% | 1.6% | 0.4% | -15.9% | -1.5%[46.1 µM] | -4.3%[38.3 µM] | -1.3%
CN(NS(=O)(=O)c1ccc(Br)cc1)c1nc(C(F)(F)F)nc2ccccc12 | 0.1% | ? | -0.1% | -2.9% | -0.3% | -18.2% | 18.3% | -69.0%[inhibitor]
COC(=O)C1(C(=O)OC)Cc2conc2[C@H]1c1ccccc1 | -3.6%&2.2%&5.2% | -2.7%&2.4%&-1.8% | -0.3%&-1.1%&-0.3% | 0.6%&1.5%&-0.4% | -0.6%&3.0%&3.8% | · | 6.6%&2.7%&-3.2% | -3.8%&18.9%&9.4%
CCCn1c(=O)c2ccccc2n2c(SCC(=O)c3ccc(F)cc3)nnc12 | -6.1% | 10.6% | -1.0% | -4.7% | 6.1% | -16.1%[46.1 µM] | 24.1%[38.3 µM] | 6.1%
CCOC(=O)c1c(C)cc(O)cc1O | -2.4% | -9.4% | 1.6% | -4.8% | 2.8% | · | -1.2% | -30.4%[inhibitor]
CN(C)S(=O)(=O)c1cccc(C(=O)NC2CCCc3ccccc32)c1 (stereo unspecified) | 4.9% | -3.6% | -2.8% | -4.6% | 4.8% | -10.6%[46.1 µM] | 8.1%[38.3 µM] | -20.5%
COc1cccc(C2C3=C(N=C4SCC(=O)N42)c2ccccc2CC3)c1OC (stereo unspecified) | 27.5% | -17.9% | 0.0% | 2.2% | -15.6% | ? | 37.8%[activator][38.3 µM] | 5.9%
CC(=O)NC1(c2nnnn2CCOC(=O)Nc2ccc(Cl)cc2)CCCCC1 | 4.6% | -5.3% | -1.1% | 9.0% | 0.8% | -12.4%[46.1 µM] | 9.8%[38.3 µM] | -22.1%
CCC(=O)N1N=C(c2ccc(C)cc2)CC1c1ccco1 (stereo unspecified) | 1.1% | -2.5% | 1.0% | · | 1.3% | 18.1% | · | ·
COc1ccc(OC)c(NC(=O)CC2SC(=NCc3ccccc3)NC2=O)c1 (stereo unspecified) | 15.5% | -14.9% | -7.0% | -1.8% | -2.0% | -6.6% | 14.7% | -1.4%
COc1ccc(N2C(=O)C3CCCN3C2c2ccccc2OC)cc1 (stereo unspecified) | 4.2% | i | -2.7% | -0.5% | -3.1% | -4.3%[46.1 µM] | -14.0%[38.3 µM] | -3.9%
CC(=O)Nc1ccccc1C(=O)C(=O)Nc1ccc(C)c(C)c1 | -2.4% | -0.9% | 0.0% | 1.6% | 3.3% | -26.7% | 0.9% | 17.8µM*
Cc1cc(NCCCn2ccnc2)n2c(nc3ccccc32)c1C#N | 3.0% | -13.4% | -1.1% | -2.0% | ? | -14.1%[46.1 µM] | -4.1%[38.3 µM] | ?
CN(C)CCCNC(=O)C1CCNCC1 | -1.2% | i | -1.6% | 0.9% | 4.5% | 15.3%[46.1 µM] | 21.5%[38.3 µM] | 5.2%
Cc1ccc(S(=O)(=O)N(C)c2ccc(OCC(=O)Nc3nc4c(ccc5ccccc54)s3)cc2)cc1 | -4.4% | -2.3% | -1.3% | -2.7% | ? | 5.6% | 8.2% | -33.4%[inhibitor]
CC(C)CNC(=O)C1C2C=CC(C2)C1C(=O)O (stereo unspecified) | 5.8% | -4.1% | 0.0% | -2.0% | 11.0% | -4.9%[46.1 µM] | 8.9%[38.3 µM] | -1.2%
CCNC(=O)CC1C(=O)N(c2ccc(F)cc2)C(=O)N1CCC(C)C (stereo unspecified) | -7.5% | 0.3% | 0.9% | -0.5% | 5.2% | 3.1%[46.1 µM] | 10.7%[38.3 µM] | -2.2%
CCCn1c(N)c(Br)c(=O)[nH]c1=O | 3.1% | 2.4% | 1.0% | -0.7% | 12.4% | 19.4% | -1.4% | 8.6%
Cc1ccc(-n2[nH]c(C)c(/C=N/n3c(C)nc4ccccc4c3=O)c2=O)cc1 | -3.0% | -6.4% | -0.7% | ? | ? | -18.2%[46.1 µM] | 3.7%[38.3 µM] | -52.0%[inhibitor]
CCn1c(SCC(=O)N/N=C/c2ccccc2OCC(=O)O)nnc1-c1ccc(C(C)(C)C)cc1 | 3.4% | -0.1% | 0.5% | · | -2.6% | 35.2% | · | ·
Cc1onc(-c2c(F)cccc2Cl)c1C(=O)N1C=CC(C(F)(F)Cl)=NCC1 | 13.4% | -5.8% | 0.0% | 2.5% | 5.8% | -20.6%[46.1 µM] | 2.0%[38.3 µM] | -6.2%
CN(C)S(=O)(=O)c1cccc(NC(=O)c2ccncc2)c1 | -6.6% | -0.8% | -1.3% | -1.4% | 4.9% | 13.0% | 1.2% | -23.5%
COc1ccccc1[C@@H]1C(c2ccccc2)=NN(c2ccc(Br)cc2)[C@H]1C(=O)N1CCOC1=O | -5.8% | -11.2% | -2.1%[40.7 µM] | 5.2%[39.9 µM] | · | · | -1.9% | ·
C=CCN(C(=O)CNC(=O)c1cccs1)C(C(=O)NC1CCCCC1)c1cccnc1 (stereo unspecified) | -2.7% | i | -4.0% | 2.3% | ? | -16.2% | 9.3% | ·
CSCCC(NS(=O)(=O)c1ccc2ccccc2c1)C(=O)OCC(=O)c1ccc(C(C)C)cc1 (stereo unspecified) | 31.0%[activator] | i | -1.8% | 1.6% | -19.5% | -13.3% | 2.4% | -2.5%
CCSc1nnc(NC(=O)COc2ccc3ccccc3c2)s1 | 4.3% | -8.2% | -0.9% | 0.0% | -1.8% | -7.1%[46.1 µM] | ? | -0.6%
O=c1[nH]c(=O)n([C@@H]2C[C@H](O)[C@H](CO)O2)cc1C(F)(F)F | 1.9%[21.6 µM] | -0.1%[25.9 µM] | 1.1%[16.9 µM] | 3.1%[17.1 µM] | 4.6%[25.5 µM] | · | 4.5% | -11.2%[20.6 µM]
Cc1ccc(S(=O)(=O)N2CCC(C(=O)OC(C)C(=O)NCc3ccc4c(c3)OCO4)CC2)cc1 (stereo unspecified) | -0.8% | -8.0% | 6.7% | -6.7% | 2.5% | -16.0%[46.1 µM] | -9.0%[38.3 µM] | -6.5%
COc1ccc2ccccc2c1CN1CCN(C)CC1 | -2.3% | 4.4% | -1.1% | -0.3% | 5.8% | 7.7%[46.1 µM] | 37.4%[activator][38.3 µM] | 9.1%
